JMJD2C inh: blocks human GASC-1 demethylase activity. GST-JMJD2C(1-420) H3K9me3 demethylation, DELFIA europium. inhibition, % at 2.35 µM. Q9H3R0. AID 2099. 0.069% of 330,000 active;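 active means more than half of a compound's replicate wells show inhibition beyond 50%, single wells judged on their own value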;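 further: signal counts dimethyl H3K9 product captured on neutravidin plate; 0% = median of DMSO wells and 100% = 0.3 times that DMSO median; strong numbers were not always called active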
Target sequence (Q9H3R0 1-420 limits assumed): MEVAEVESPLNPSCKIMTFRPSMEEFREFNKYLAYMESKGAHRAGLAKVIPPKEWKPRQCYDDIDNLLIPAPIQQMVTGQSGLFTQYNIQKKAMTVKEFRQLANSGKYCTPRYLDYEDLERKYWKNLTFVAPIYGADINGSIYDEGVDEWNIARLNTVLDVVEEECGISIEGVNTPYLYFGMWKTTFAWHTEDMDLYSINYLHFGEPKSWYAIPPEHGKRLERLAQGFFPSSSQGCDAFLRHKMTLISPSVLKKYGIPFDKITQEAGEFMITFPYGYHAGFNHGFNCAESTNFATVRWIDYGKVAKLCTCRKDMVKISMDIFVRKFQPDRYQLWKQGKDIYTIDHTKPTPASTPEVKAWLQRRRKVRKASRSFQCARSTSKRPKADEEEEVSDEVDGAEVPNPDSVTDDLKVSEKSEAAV
proCasp7 act: counter-screen: procaspase-7 (human) activation; P55210; recombinant procaspase-7, Ac-DEVD-pNA absorbance 405 nm; D23A/D198A/D206A triple mutant, cannot self-cleave; scale: DMSO 0, 5 µM enzyme 100; activation, % at 8.5 µM; 0.093% of 330,000 active;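 active means percent activation above the screen-wide mean plus 3 SD, cut at about 25% in these data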
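Material: Procaspase-7 triple mutant (PC-7 D3A) | Quantity: 2 µM procaspase-7 mutant as dispensed | Reagent: DEVD-pNA substrate | Times: 1 h preincubation, 2 h reaction | Technique: 405 nm absorbance of p-nitroaniline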
TPT1 inh: C. albicans TPT1 enzyme inhibition; inhibition, % at 5 µM; recombinant caTPT1, FP RNA substrate dephosphorylation; 0.81% of 300,000 active;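 active means inhibition above the mean of all tested compounds plus 3 SD, set per screening campaign, cut at about 24% in these data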;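 further: plate controls were DMSO alone for no effect and ferristatin control at 100 nM for full effect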
CTSL1 counter: cathepsin L1 inhibition, PFM18AAP counter-screen; recombinant F. hepatica cathepsin L1, Z-Leu-Arg-MCA fluorescence; inhibition, % at 5.96 µM; 0.49% of 300,000 active; AID 1906;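 active means inhibition above the mean of all tested compounds plus 3 SD, set per screening campaign, cut at about 17% in these data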;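 further: 0% = plate median of test compound wells and 100% = 1 µM Z-Phe-Ala-diazomethylketone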
HCV core dimer: HCV core protein dimerization inhibition; TR-FRET GST/Flag-core106 dimerization, 1536-well; inhibition, % at 5 µM; 0.33% of 300,000 active; AID 1899;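 active means inhibition above the mean of all tested compounds plus 3 SD, set per screening campaign, cut at about 45% in these data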
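Test system: GST/Flag-tagged HCV core106 proteins; Medium: KF-containing HEPES buffer, pH 7.45, DTT, CHAPS, BSA; Times: compound-protein-antibody incubation 4 h at 22.5 °C; Detection: TR-FRET 671 and 617 nm emission; Benchmarks: wells lacking GST-core106 and wells with excess unlabelled core106.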
PP5 primary: PP5 (human) phosphatase inhibition; purified PP5c, OMFP substrate fluorescence; AID 1987; 0.18% of 320,000 active; inhibition, % at 6.7 µM;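 active means inhibition above the campaign's mean inhibition across all tested compounds plus 3 SD, cut at about 9.5% in these data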;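 further: 0% = DMSO only and 100% = 100 µM cantharidin control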
PP1 counter: blocks human PP1-alpha phosphatase, a PP5 counter-screen. P62136. purified PP1alpha, OMFP fluorescence. inhibition, % at 6.7 µM. 0.9% of 320,000 active. AID 2235;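 active means inhibition above the mean inhibition of all tested compounds plus 3 SD, computed separately for each screening campaign, cut at about 15% in these data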
Target sequence (P62136 whole entry, looked up): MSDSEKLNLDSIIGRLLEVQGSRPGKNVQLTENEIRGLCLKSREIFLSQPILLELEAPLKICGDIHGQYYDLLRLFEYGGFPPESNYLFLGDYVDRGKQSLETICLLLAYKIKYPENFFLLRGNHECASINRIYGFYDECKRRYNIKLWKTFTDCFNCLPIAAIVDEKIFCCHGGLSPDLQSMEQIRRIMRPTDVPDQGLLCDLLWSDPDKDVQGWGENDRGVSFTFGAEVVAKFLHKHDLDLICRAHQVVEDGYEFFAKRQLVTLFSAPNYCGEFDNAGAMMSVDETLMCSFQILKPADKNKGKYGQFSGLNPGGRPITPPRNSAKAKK
procasp3 activ: activators of human procaspase-3; activation, % at 8.5 µM; 0.11% of 330,000 active; recombinant procaspase-3 D3A, Ac-DEVD-pNA absorbance 405 nm; AID 463141;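 active means activation above the mean of all tested compounds plus 3 SD, cut at about 21% in these data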;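 further: 0% = DMSO alone and 100% = DMSO wells spiked with extra 5 µM PC-3 D3A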
Target sequence (P42574 whole entry D9A/D28A/D175A): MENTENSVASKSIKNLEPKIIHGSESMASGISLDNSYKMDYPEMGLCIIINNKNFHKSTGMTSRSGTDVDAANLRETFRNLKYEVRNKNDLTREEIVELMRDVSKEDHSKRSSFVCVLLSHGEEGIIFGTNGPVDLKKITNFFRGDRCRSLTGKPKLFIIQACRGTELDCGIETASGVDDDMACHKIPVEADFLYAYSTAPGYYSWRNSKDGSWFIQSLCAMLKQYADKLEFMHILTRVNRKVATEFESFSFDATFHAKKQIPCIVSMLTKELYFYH
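System: Procaspase-3 D3A mutant. Medium: Zinc-free 300 mM NaCl, 50 mM HEPES, 0.01% Triton X-100. Schedule: 1 h preincubation plus 2 h reaction at 25 °C. Measured by: 405 nm absorbance of p-nitroaniline, reads at 0 and 120 min. Read-out: percent activation relative to control range.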
Efflux pump mplx: inhibitors of Candida antifungal efflux pumps expressed in yeast. S. cerevisiae Candida pump triplex, Nile Red efflux. inhibition, % at 10 µM. 0.44% of 330,000 active. AID 485275;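 active means plate passing quality check with inhibition over a set limit, or well fluorescence over plate mean plus 4 SD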;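 further: Nile Red retained in pooled yeast measured as flow cytometry median fluorescence; 0% = buffer negative control and 100% = Enniatin B positive control; higher means more Nile Red kept so more efflux inhibition; some compounds called inactive have numbers as strong as hits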
Active calls of the source: *; · = no result given.

structure | JMJD2C inh | proCasp7 act | TPT1 inh | CTSL1 counter | HCV core dimer | PP5 primary | PP1 counter | procasp3 activ | Efflux pump mplx
OCCN(Cc1ccccc1)CC(O)COc1ccc2c(c1)OCO2 (stereo unspecified) | 3 | 10 | -2 | 2 | 4 | 0.1 | -2 | 0 | 0.1
O=C(CCN1CCCC1)Nc1ccc(Br)cc1 | 3 | 7 | 0 | 16 | -4 | -0.1 | -7 | 3 | 0.1
COCCNC(=S)N/N=C(\C)c1ccc(Cl)c(Cl)c1 | -4 | -2 | -5 | 1 | 2 | 1.6 | -2 | -5 | 0.0
CCCn1c(CCNC(=O)c2cccs2)nc2ccccc21 | -8 | 5 | 0 | -2 | -3 | 0.0 | 1 | 3 | 0.1
CCOc1ccc(C(C(=O)NC2CCCC2)N(CCOC)C(=O)CNC(=O)c2ccco2)cc1 (stereo unspecified) | 4 | 1 | -1 | 1 | 1 | 1.4 | 2 | 2 | 0.0
O=C(COc1ccc(-c2ccccc2)cc1)N/N=C/c1ccccc1Br | 40 | -10 | -1 | 4 | 27 | 6.0 | 18* | 2 | -0.3
CCC(=O)Nc1sc(C(=O)Nc2ccccc2OC)c(C)c1C(=O)OC | -2 | 3 | -3 | 5 | -6 | 2.9 | 1 | 9 | 0.0
N#Cc1ccc(CN2CCN(C(=O)c3cccc(S(=O)(=O)N4CCCCCC4)c3)CC2)cc1 | -1 | -3 | · | · | · | -0.2 | -4 | -3 | 0.2
CCc1ccccc1Cn1c(=O)oc2cccnc21 | 8 | 1 | -1 | 3 | -2 | 0.7 | -3 | -2 | 0.1
COc1ccc(S(=O)(=O)Oc2cccc(C(=S)N3CCOCC3)c2)cc1 | 16 | -10 | 0 | -3 | -9 | 5.7 | -2 | 3 | 0.1
CCOc1cc(/C=C2\SC(=O)N(CC(=O)Nc3ccccc3F)C2=O)cc([N+](=O)[O-])c1O | 1 | -4 | 1 | 10 | -4 | 4.7 | 1 | -6 | 0.0
Cc1cnc(C(=O)N2CCc3c([nH]c4ccccc34)C2c2ccc(F)cc2)cn1 (stereo unspecified) | -1 | 11 | -2 | -13 | -7 | 3.6 | 0 | 1 | -0.1
CCc1cc(C(=O)N2CCCC(CNS(=O)(=O)c3cccs3)C2)n(C)n1 (stereo unspecified) | -5 | 1 | 0 | -11 | -1 | -2.4 | -1 | 6 | 0.1
Cc1sc(NC(=O)CCS(=O)(=O)c2ccccc2)c(C#N)c1C | 5 | 3 | -1 | -2 | 3 | 1.6 | -1 | -10 | 0.0
Cn1c(N)c(C(=O)COC(=O)c2ccccc2C(F)(F)F)c(=O)n(C)c1=O | -1 | -4 | · | · | · | · | · | -8 | -0.1
COc1cc(C(c2oc(CO)cc(=O)c2O)c2oc(CO)cc(=O)c2O)cc(OC)c1OC | -1 | 4 | 1 | 51* | -4 | 2.5 | 0 | 0 | 0.1
COC(=O)C(NC(=O)C(NC(=O)c1ccccc1)C(C)C)C(C)C (stereo unspecified) | 0 | 8 | -3 | -2 | -3 | 1.6 | -1 | 8 | 0.0
Cc1ccc(C(=O)c2cc([N+](=O)[O-])ccc2N2CCN(C)CC2)cc1 | -7 | -1 | -5 | 4 | -8 | 0.0 | -1 | -6 | 0.0
Nc1nonc1C(=O)NCCNCc1cc(Br)ccc1OCc1ccc(F)cc1 | 15 | 8 | 2 | 3 | -6 | 4.3 | 7 | 3 | 0.1
COc1ccc(NS(=O)(=O)c2ccc(N3CCOCC3)c(NC(=O)c3ccccc3Cl)c2)cc1 | -1 | 3 | 0 | 1 | 7 | 0.0 | -2 | -3 | -0.1
Cn1cc(/C=C/C(=O)N2CCCC(C(=O)c3ccc(C(C)(C)C)cc3)C2)cn1 (stereo unspecified) | 4 | 1 | 4 | 6 | 5 | 2.1 | -2 | 3 | 0.0
Cc1cccc(C)c1OCc1cc(C(=O)N2CCN(c3ccccc3)CC2C)no1 (stereo unspecified) | -32 | 0 | -2 | 2 | 14 | 2.3 | 0 | 5 | -0.2
CCN(CC)CC(=O)NCC1(c2ccccc2)CCOCC1 | 13 | 2 | -3 | 0 | -1 | 0.3 | 1 | 4 | -0.1
CN1CCN(C(=O)C2=C[C@@H](c3ccc(C(F)(F)F)cc3)C[C@@H](OCc3ccc(CO)cc3)O2)CC1 | 4 | -4 | -1 | -1 | 5 | 0.7 | -1 | 0 | -0.1
CN(CC(=O)Nc1ccc(F)cc1)C(=O)c1ccc(-c2ccc(Cl)cc2)o1 | -2 | 2 | 18 | 1 | 1 | 3.0 | -3 | 9 | -0.2
CC1(C(=O)Nc2ccc3c(c2)OCO3)CC1(Cl)Cl (stereo unspecified) | 2 | 1 | 0 | 1 | 5 | -0.5 | -6 | -1 | 0.6
CCOc1ccc(NC(=O)CSc2nc(=O)n(Cc3ccccn3)c3c2CCC3)cc1 | -4 | -4 | -2 | 3 | 5 | 0.0 | -6 | 5 | 0.0
CC(C)CCNC(=O)C(=O)NCCC1=CCCCC1 | 3 | 1 | -4 | 0 | -6 | 0.5 | 0 | 1 | -0.2
COCc1c(C(=O)N2CCN(Cc3ccc4c(c3)OCO4)CC2)oc2ccccc12 | · | -2 | · | · | · | -3.3 | -4 | 10 | 0.1
COCCCN1C(=O)c2ccc(C(=O)OCC(=O)NCc3ccccc3OC)cc2C1=O | 1 | 1 | 0 | 1 | -14 | -2.2 | -3 | 5 | 0.0
CCC(Oc1ccccc1)C(=O)Nc1ccc(S(=O)(=O)N2CCOCC2)cc1 (stereo unspecified) | 2 | 8 | 0 | -3 | 4 | 1.3 | -6 | 4 | -0.1
CC(C)(C)C(=O)Cn1c(=O)n(CC2CCCO2)c(=O)c2ccccc21 (stereo unspecified) | -15 | -5 | -2 | -4 | 4 | 4.5 | -1 | -1 | 0.2
CCOc1ccc(NC(=O)CN(C)C(=O)CN2C(=O)C3CC=CCC3C2=O)cc1OCC (stereo unspecified) | 8 | -2 | 0 | 0 | 2 | -0.7 | -7 | -7 | 0.1
Cc1cc(Nc2ccccc2)n(CCO)n1 | -3 | 8 | -2 | 0 | -5 | 0.7 | -1 | 1 | 0.1
Cc1cc(C(=O)Nc2nc3ccc(Cl)cc3s2)nn1C | -17 | 0 | -1 | 4 | 2 | -1.6 | -4 | 2 | 0.0
CCN1C(=O)/C(=c2\sc3nc(=O)c(Cc4ccccc4)nn3c2=O)c2ccccc21 | 15 | -14 | 1 | 1 | 2 | -4.2 | 0 | -26 | -0.1
O=C1CNC(=S)N1CCc1ccccc1Cl | -11 | 4 | 3 | 0 | -1 | 0.3 | -1 | 2 | 0.0
COc1ccc(-c2cn(CCO)c(CCN)n2)cc1 | -5 | -5 | -1 | -4 | 7 | 1.3 | -1 | 4 | -0.1
Cc1ccc(NC(=O)N2CCCC2c2cccs2)cc1 (stereo unspecified) | 5 | 7 | 2 | -3 | -1 | -1.6 | 2 | 0 | -0.1
Cn1c2c(c(O)c(-c3ccccc3)c1=O)C(=O)CC(C)(C)C2 | 18 | -1 | -1 | -3 | 1 | 1.6 | 2 | 0 | 0.3
Cc1cc(/C=N/Nc2ccc([N+](=O)[O-])cn2)c(C)n1-c1cccc(C(=O)O)c1 | 1 | -9 | 43* | -1 | 0 | -1.3 | 3 | -3 | 0.0
On1c(-c2ccccc2Cl)nc2ncccc21 | 7 | -6 | 1 | -4 | -3 | 1.5 | -2 | 2 | 0.1
CC(C)N(Cc1ccccc1)S(=O)(=O)c1ccc(F)cc1 | -1 | 1 | -1 | -1 | 2 | 0.6 | 3 | 2 | 0.1
CC(C)(Oc1ccc(Br)cc1)C(=O)N1CCc2ccccc21 | -1 | -3 | -4 | -9 | -2 | 2.9 | 1 | 3 | -0.4
CN1CCN(C(=S)c2ccc([N+](=O)[O-])cc2)CC1 | -4 | -13 | 2 | -4 | -7 | 1.3 | -2 | -8 | 0.3
CN(C)CCCNC(=S)N(CCO)Cc1cc2cc3c(cc2[nH]c1=O)OCO3 | -4 | -2 | -4 | 5 | -7 | 0.4 | -2 | 4 | -0.1
Cc1cccc(-c2nc(CS(=O)CC(=O)N3CCc4ccccc4C3)c(C)o2)c1 (stereo unspecified) | -2 | -1 | -1 | -12 | -1 | -2.2 | -5 | -9 | 0.0
Cc1cc(C)cc(-n2c(=O)c3sccc3n(CC(=O)NCc3ccco3)c2=O)c1 | -8 | 0 | 1 | -3 | 1 | 0.9 | -4 | 5 | 0.0
CC(C)c1cc(=O)n2[nH]c(SCc3ccc(Cl)cc3)nc2n1 | -19 | 2 | 2 | 15 | -14 | -0.6 | 5 | 7 | -0.2
O=C(Nc1ccc(Cl)cn1)C1CCCN(c2ncnc3c2nc2n3CCCCC2)C1 (stereo unspecified) | 5 | 16 | -1 | 3 | -2 | -0.2 | -2 | 5 | -0.1
CCCOc1ccc(NC(=O)CNC(=O)c2cc(OC)cc(OC)c2)cc1OCCC | -21 | 4 | -3 | -2 | 2 | 1.7 | 2 | 8 | 0.0
[O-]/C(=C(\C(=S)NCc1ccc2c(c1)OCO2)[n+]1ccccc1)c1ccc(Cl)s1 | -2 | -4 | -1 | 3 | 9 | 1.7 | 2 | -2 | 0.1
Cc1ccc(OC(=O)CCC(=O)NC(C)c2ccccc2)cc1 (stereo unspecified) | -6 | 10 | -2 | -9 | -11 | 4.2 | 5 | -4 | 0.4
CN(C)/C=C/C(=O)c1cccc([N+](=O)[O-])c1 | 12 | -6 | 5 | 9 | 8 | -1.6 | -2 | -3 | 0.0
COc1ccc(S(=O)(=O)NC(C)C(=O)O)cc1 (stereo unspecified) | 4 | 8 | 0 | 7 | -2 | -0.6 | -2 | 7 | 0.0
Cc1ccc(-c2nnn(CC(=O)NCCc3ccc4c(c3)OCO4)n2)o1 | 1 | 7 | 2 | 0 | -3 | 2.1 | 1 | -3 | 0.0
CCCc1ccc(C(=O)NNc2ccccc2F)cc1 | -1 | 6 | -4 | -6 | -2 | 1.0 | 1 | -4 | -0.1

Three entries out of the list, arranged by number of heavy atoms, lowest first.
structure | JMJD2C inh | proCasp7 act | TPT1 inh | CTSL1 counter | HCV core dimer | PP5 primary | PP1 counter | procasp3 activ | Efflux pump mplx
O=C1CNC(=S)N1CCc1ccccc1Cl | -11 | 4 | 3 | 0 | -1 | 0.3 | -1 | 2 | 0.0
Cc1cc(C(=O)Nc2nc3ccc(Cl)cc3s2)nn1C | -17 | 0 | -1 | 4 | 2 | -1.6 | -4 | 2 | 0.0
CC(C)N(Cc1ccccc1)S(=O)(=O)c1ccc(F)cc1 | -1 | 1 | -1 | -1 | 2 | 0.6 | 3 | 2 | 0.1

Bioassay records as filed in PubChem BioAssay.

Compounds as they come; overall some 2.9% were active at least once.
